From PubChem BioAssay
Granule exo inh: blocks lytic granule exocytosis | AID 651702 | 0.66% of 360,000 active | TALL-104 LAMP-1 surface exposure, flow cytometry; cells stimulated with thapsigargin and PMA | inhibition, % at 10 µM;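 active means inhibition above about 55%, limit read from the data; inconclusive means no clear call, values can overlap the other calls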
SRC3 inh: inhibitors of human steroid receptor coactivator 3 (SRC3); Q9Y6Q9; HEK293 GAL4-SRC3 luciferase reporter, luminescence; inhibition, % at 3.6 µM; 0.17% of 360,000 active;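 active means inhibition above a per-campaign cutoff, the mean of all compounds plus 3 SD, cut at about 60% in these data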;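 further: 0% = DMSO-treated cells and 100% = gossypol-treated cells at 36 µM; higher means less SRC3-driven luciferase light from the GAL4 reporter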
TWEAK-Fn14 inh: inhibitors of TWEAK-Fn14 interaction signaling; 2% of 360,000 active; inhibition, % at 10 µM; TWEAK-stimulated Fn14 reporter cells, luciferase luminescence, 8 h; AID 1159606; in the data active means inhibition above about 50%
NCOA1 inh: human NCOA1 inhibition. HEK293 GAL4-SRC1 luciferase reporter, luminescence. inhibition, % at 3.6 µM. 0.12% of 360,000 active. AID 588354;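 active means inhibition above the campaign mean plus 3 SD, with each screening campaign given its own cutoff, cut at about 60% in these data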;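 further: 0% = DMSO treated cells and 100% = gossypol at 36 µM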
LRH-1 inv ag: NR5A2 inverse agonism in reporter assay | O00482 | HEK293T StAR-luciferase reporter, LRH-1 transfected, 24 h | inhibition, % at 3.6 µM | 0.13% of 360,000 active | AID 602396;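 active means inhibition above the mean inhibition of all tested compounds plus 3 SD, cut at about 73% in these data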;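 further: 0% = DMSO wells and 100% = reporter-only cells lacking LRH-1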
TLR9-MyD88 block: blocks human TLR9 binding to MyD88. Q9NR96+Q99836. CHO BLA complementation TLR9-MyD88, CCF4 FRET ratio. inhibition, % at 4.98 µM. 0.21% of 340,000 active. AID 504734;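 active means inhibition above the mean over all tested compounds plus 3 SD, cut at about 21% in these data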;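 further: 0% = DMSO only wells and 100% = clavulanate BLA inhibitor control wells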
SRC2 inh: human SRC2 (NCOA2) inhibition; Q15596; HEK293 GAL4-SRC2 luciferase reporter, luminescence; inhibition, % at 9 µM; 0.17% of 370,000 active;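 active means inhibition above the mean inhibition of all tested compounds plus 3 SD, set per campaign, cut at about 52% in these data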;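 further: 0% = DMSO treated cells and 100% = cells given Gossypol at 36 µM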
TROY NFkB inh: inhibitors of TROY-dependent NF-kB signaling. inhibition, % at 10 µM. AID 1347056. 0.98% of 360,000 active. Q293 LMP1-TROYcd NF-kB luciferase reporter, 4 h;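 active means compounds whose plate-normalised and pattern-corrected inhibition of the luciferase reporter signal at the single screening dose is 50% or more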
NR2F2 inh: blocks human COUP-TFII nuclear receptor; HEK293T NGFI-A luciferase reporter, luminescence; 0.7% of 370,000 active; inhibition, % at 8.6 µM; P24468;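 active means inhibition above a per-plate cutoff, mean inhibition of test wells between control levels plus 3 SD, cut at about 38% in these data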;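 further: cells cotransfected with COUP-TFII expression vector driving the NGFI-A reporter; 0% = median of COUP-TF2 test wells and 100% = reporter-only cells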
ABHD5 PLIN5 PPI: ABHD5-PLIN5 protein interaction inhibition; inhibition, % at 4 µM; Q00G26+Q8WTS1; 0.78% of 360,000 active; Split G. princeps luciferase complementation, luminescence, 4 h;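 active means inhibition above the mean inhibition across every tested compound plus 3 SD, cut at about 22% in these data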;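 further: 0% = DMSO only wells and the 100% control is not disclosed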
Target sequence (Q00G26 whole entry, looked up): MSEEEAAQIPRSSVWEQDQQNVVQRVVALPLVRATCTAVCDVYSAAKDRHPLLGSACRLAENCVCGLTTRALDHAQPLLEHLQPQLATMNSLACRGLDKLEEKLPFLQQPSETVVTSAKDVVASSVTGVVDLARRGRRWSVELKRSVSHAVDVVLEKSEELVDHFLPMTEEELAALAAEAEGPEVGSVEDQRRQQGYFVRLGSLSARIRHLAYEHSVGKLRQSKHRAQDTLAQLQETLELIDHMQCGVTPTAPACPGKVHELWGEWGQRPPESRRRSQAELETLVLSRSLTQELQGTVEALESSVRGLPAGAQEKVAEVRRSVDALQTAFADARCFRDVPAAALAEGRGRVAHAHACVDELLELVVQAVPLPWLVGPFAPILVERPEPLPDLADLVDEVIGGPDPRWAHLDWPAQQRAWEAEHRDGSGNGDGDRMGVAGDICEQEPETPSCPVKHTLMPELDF
Target sequence (Q8WTS1 whole entry, looked up): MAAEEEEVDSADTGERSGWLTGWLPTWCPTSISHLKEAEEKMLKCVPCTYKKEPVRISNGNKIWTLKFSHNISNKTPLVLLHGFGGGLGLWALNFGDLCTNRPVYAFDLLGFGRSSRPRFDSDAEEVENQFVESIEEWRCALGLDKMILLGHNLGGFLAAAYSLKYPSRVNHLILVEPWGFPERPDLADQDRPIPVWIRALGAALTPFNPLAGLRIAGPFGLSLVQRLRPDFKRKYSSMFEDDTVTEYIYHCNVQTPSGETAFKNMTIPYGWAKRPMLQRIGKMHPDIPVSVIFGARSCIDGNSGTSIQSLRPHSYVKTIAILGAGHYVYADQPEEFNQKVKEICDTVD
NOD2 RIPK2 PPI: blocks binding of human NOD2 to RIPK2; CHO BLA complementation NOD2-RIPK2, CCF4 ratio; 0.38% of 360,000 active; inhibition, % at 4.98 µM; in the data active means inhibition above about 21%;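 further: 0% = vehicle only and 100% = reference blocker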
* marks the source's active call; other numbers are inactive results; ? = inconclusive; nt = no result given; & = joins results of further samples; ! = not confirmed by another sample. A portion of the library, so the mix of outcomes need not match the whole.

SMILES	Granule exo inh	SRC3 inh	TWEAK-Fn14 inh	NCOA1 inh	LRH-1 inv ag	TLR9-MyD88 block	SRC2 inh	TROY NFkB inh	NR2F2 inh	ABHD5 PLIN5 PPI	NOD2 RIPK2 PPI
Nc1nc(=S)n(-c2ccccc2)[nH]1	0	nt	4	nt	nt	-1	-4	14	2	nt	nt
CCn1ncc(Br)c1C(=O)Nc1ccc(-c2ccno2)cc1	-1	10	-1	6	-27	2	-42	7	-24	12	0
Cc1ccc(N(CC(=O)NCc2ccc3c(c2)OCO3)S(C)(=O)=O)cc1	-6	-1	-22	-10	-12	1	-9	-18	0	-4	2
O=C(c1ccccc1)N1CCN(c2cc(-c3ccccc3)nc3cc(-c4cccc(Cl)c4)nn23)CC1	4	9	51*	-7	-3	-3	4	-3	15	7	5
Cc1cc(OC(C)C(=O)NCC2CCCO2)cc(C)c1Cl (stereo not given)	2	4	-9	-10	17	15	-4	-3	15	3	-2
O=S(=O)(c1ccc(Cl)cc1)N1CCN(c2nc(-c3cccs3)nc3ccccc23)CC1	4	14	-4	-10	9	-2	-17	-21	-10	2	-3
CCOc1ccc(NC(=O)Nc2ccc(NC(C)=O)cc2)cc1	3	-22	-1	-20	-3	-1	-5	-3	-4	-1	4
COc1ccccc1NS(=O)(=O)c1cc(NC(=O)c2ccc(=O)[nH]c2)ccc1N1CCOCC1	3	8	-4	-2	8	2	23	16	-1	-1	0
O=C(N[C@@H](c1ccccc1)[C@H](O)c1ccccc1)[C@@H]1CCCN1C(=O)OCc1ccccc1	-5	0	2	11	25	4	-13	-2	-11	6	-2
O=C(O)CCS(=O)(=O)Cc1ccccc1F	-1	16	-14	-2	7	0	-18	3	7	10	1
COc1cc(NC(=O)CSc2nc(=O)n(CCN3CCOCC3)c3c2CCC3)cc(OC)c1	-4	20	12	4	-2	7	1	10	-7	-1	-2
Cc1nc(SCC(=O)NC2CCCC2)c2c(C)c(C)sc2n1	2	9	-5	-24	-2	-5	-2	-5	-1	-2	-6
COc1ccc(/C=N/N2C(=N)SCC2=O)cc1	-2	-19	-18	-45	-42	-10	-60	-27	0	2	-15
CC1=NN(C(N)=S)C(=O)C1N=Nc1cccc(Cl)c1C (stereo not given)	-3	-40	-15	-50	-23	0	-30	-9	-21	0	-4
Cc1cc(C(=O)COC(=O)c2ccc(N)c([N+](=O)[O-])c2)c(C)n1-c1ccc2c(c1)OCO2	3	-4	46	-2	16	0	24	-3	19	2	-3
COc1ccc(S(=O)(=O)N2CCOC2CNC(=O)C(=O)NCCc2ccc(OC)c(OC)c2)cc1 (stereo not given)	5	14	10	12	16	4	17	24	12	0	-10
COCCNC(=O)C(c1ccc(C)cc1)N(C(=O)CCC(=O)Nc1ccccn1)C1CCCCC1 (stereo not given)	-5	-3	27	-10	14	-9	14	-9	8	1	-1
CC1(C(=O)Nc2ccc3c(c2)OCO3)CCN1Cc1ccccc1OC(F)F (stereo not given)	-4	-6	-1	7	27	nt	-19	15	19	0	-2
CC(C)CCNC(=O)CSc1nc2ccccc2s1	-3	18	-4	4	24	5	5	-17	4	0	-1
Cc1onc(-c2ccccc2Cl)c1C(=O)NNC(=O)c1ccccc1F	19	-1	40	-2	-7	-1	-11	-9	-32	7	1
CC(=O)c1cccc(OC(=O)c2ccccc2)c1	9	-13	-11	-27	-36	-2	7	-28	5	1	5
Cc1ccc(/C=C/C(=O)OCC(=O)NCCN2C(=O)CSC2=O)o1	-3	5	11	-11	8	2	-36	3	-2	5	1
Cc1ccc(NS(=O)(=O)c2ccc(C(=O)N3CCCN(C)CC3)cc2)cc1	-1	-24	-11	16	6	-6	1	-4	-9	6	-3
Cc1ccc(CCNC(=O)C2CCC(=O)N(CC3CCCCC3)C2)cc1 (stereo not given)	-1	4	-6	-8	4	-14	-2	-1	-10	10	-7
CCOc1ncccc1C(=O)OCC(=O)c1ccccc1	-1	0	-1	1	9	11	-21	-12	-4	-2	-6
COC(=O)/C=C/C1=CN(Cc2ccccc2)CCC1=O	-1	-5	5	-7	6	-5	-11	3	6	3	-13
CCc1noc(C)c1C(=O)OCC(=O)NCc1ccccc1OC	-7	0	2	-1	-17	-4	-24	3	8	-4	-1
COc1ccccc1C(=O)COC(=O)Cc1c[nH]c2ccccc12	-12	-2	1	0	-3	-4	-40	-2	0	3	-12
CCOc1ccc(C(=O)N[C@H](C(=O)O)C(C)C)cc1	2	-18	-24	-15	-4	-4	-8	-11	7	4	-8
Cc1ccc(C)c(S(=O)(=O)N2CCCCC2CCNC(=O)C(=O)NCc2cccnc2)c1 (stereo not given)	-5	13	8	-8	7	-11	-2	18	13	4	-7
N#Cc1ccccc1OCC(=O)NCC1(N2CCCCC2)CCCCC1	4	12	5	-10	4	4	-1	-8	0	-1	-1
CN1CCN(c2ccccc2NC(=O)c2ccc(F)cc2)CC1	6	15	10	10	5	-4	-4	3	1	3	-11
O=C(Cn1cnc([N+](=O)[O-])n1)c1ccc(O)c(O)c1	-6	-6	13	4	4	1	-15	-8	0	0	-6
CCC(C)NCC(=O)Nc1ccc(-c2nc3cc(NC(=O)CNC(C)CC)ccc3o2)cc1 (stereo not given)	0	2	-140	7	19	8	-18	-29	-12	1	4
O=C(NC1(Cc2ccccc2)CCN(CCCc2ccccc2)C1=O)c1ccccc1 (stereo not given)	6	25	42	11	-5	-3	17	15	34	-4	-2
COc1ccc(C(=O)OCC(=O)NC2CC2)cc1S(=O)(=O)N(C)Cc1ccccc1	4	9	-13	-6	-4	-1	-33	-12	-4	6	-3
Cc1ccc(S(=O)(=O)N2CCOCC2)cc1C(=O)Nc1nc(-c2cccnc2)cs1	-2	18	2	13	-18	-10	0	-1	-1	5	-2
CC1(C)CC(=O)C2=C(C1)OC(N)=C(C#N)C2Cc1ccccc1 (stereo not given)	0	-10	-16	-6	-10	7	-14	-6	-1	2	-6
CCN(Cc1ccccc1)C(c1ccc(C(F)(F)F)cc1)c1nnnn1C(C)(C)C (stereo not given)	14	-6	-5	6	-16	-10	-5	21	2	1	-4
COc1cc(NC(=O)c2noc3c2CCC3)c(OC)cc1Cl	16	-3	-1	-5	22	-5	13	-10	5	-4	-2
Cc1cccc(N2C(=O)c3ccccc3C2=O)n1	55	3	-4	-16	-5	3	-24	-5	-13	0	-9
O=C(/C=C/c1ccc([N+](=O)[O-])cc1)Nc1cccnc1	-9	-66	-19	-77	-116	-5	-85	-26	-37	-1	1
CCCc1c(O)nc(SCC(=O)N2CCCCC2)[nH]c1=O	2	-10	8	12	15	7	-34	16	-7	-3	-1
Cc1c(Cl)cccc1NC(=O)CCN1CCOCC1	-1	-4	-2	8	9	-8	9	20	-5	-1	4
O=c1cc(O)c2sc(Nc3cccc(C(F)(F)F)c3)nc2[nH]1	?	2	19	19	9	4	-4	13	-9	-85	-1
CN(C)c1oc(-c2ccccc2Cl)nc1P(=O)(c1ccccc1)c1ccccc1	5	8	0	-3	0	-1	9	-3	-8	-3	10
CC(NC(=O)c1ccc([N+](=O)[O-])cc1Cl)C1CC2CCC1C2 (stereo not given)	9	-21	-7	-2	-4	-1	-4	-19	4	-4	3
O=C1OC(c2ccccc2)C2(CCCC2)C(=O)C12CCCC2 (stereo not given)	0	-10	5	0	-12	4	-27	-2	6	1	-6
Cc1cc(C)c(Cn2c(=O)n(CCCC(=O)NCc3ccco3)c(=O)c3sccc32)c(C)c1	0	-25	-2	8	-7	-6	-10	2	-6	4	-5
Cc1c(NC(=O)Nc2ccc(Cl)c(Cl)c2)c(=O)n(-c2ccccc2)n1C	-1	10	-5	7	9	-5	8	11	1	-3	-2
Cc1coc2cc3oc(=O)c(CCC(=O)NCCCN4CCOCC4)c(C)c3cc12	-5	9	-20	-5	-29	-14	-1	-6	-9	-4	6
Ic1ccc(N2CCN(Cc3c[nH]c4ncccc34)CC2)cc1	10	-7	9	5	8	-56	17	15	26	2	3
COc1ccccc1CNC(=O)COc1ccccc1C	0	-1	-21	15	-11	1	-14	-28	-2	-3	-2
CCOc1cc(S(=O)(=O)NCc2cccs2)ccc1Cl	-2	7	-2	7	3	-4	7	-4	-1	1	7
O=C(NCc1ccco1)C(Cc1ccccc1)N1C(=O)c2ccccc2C1=O (stereo not given)	3	-2	-4	-19	-8	3	-18	10	2	4	-12
COc1ccc(Cl)cc1NC(=O)COC(=O)Cc1cc(OC)c(OC)c(OC)c1	10	13	-12	10	9	-1	2	-8	14	6	-23
COc1nc(-c2ccccc2Cl)ccc1C#N	-1	-2	-16	2	-6	4	5	-3	9	-6	-10
CCN(CC)C(=O)[C@H]1CC(CC(=O)NCCCN(C)C)C(=O)N2CCc3c([nH]c4ccc(OC)cc34)[C@]12C (stereo not given in full)	2	-2	16	6	14	5	-8	-21	-9	-4	1
Cc1ccc(C(=O)OCC(=O)NC2CCCCC2)cc1S(=O)(=O)N1CCCCC1	-2	13	-13	12	-10	-3	-4	-4	-13	-3	-1
On1nnc2c3ccccc3c3ccccc3c21	-2	-7	2	-6	2	8	13	-8	10	2	2

Only TROY NFkB inh and NCOA1 inh (3 entries from above):
Structure,TROY NFkB inh,NCOA1 inh
COc1ccccc1CNC(=O)COc1ccccc1C,-28,15
CCOc1cc(S(=O)(=O)NCc2cccs2)ccc1Cl,-4,7
O=C(NCc1ccco1)C(Cc1ccccc1)N1C(=O)c2ccccc2C1=O (stereo not given),10,-19

Continued:
SMILES	Granule exo inh	SRC3 inh	TWEAK-Fn14 inh	NCOA1 inh	LRH-1 inv ag	TLR9-MyD88 block	SRC2 inh	TROY NFkB inh	NR2F2 inh	ABHD5 PLIN5 PPI	NOD2 RIPK2 PPI
O=C(Nc1ccc(-c2nc3ccccc3s2)c(OC(=O)c2ccccc2)c1)c1ccccc1	-1	1	-11	-2	-2	-1	3	-19	4	4	-13
CC(=O)Nc1ccc(-c2csc(NC(=O)c3ccc(C)o3)n2)cc1	-3	-3	15	6	-22	-4	-19	-6	-12	10	-6
CCN(CC)CCN(C(=O)/C=C/c1cccs1)c1nc2ccc(Cl)cc2s1	18	-8	2	8	1	6	7	-42	2	15	-12
COc1cc(-c2cc(N)n(S(=O)(=O)c3ccc(F)cc3)n2)cc(OC)c1OC	14	-1	5	-2	-8	11	-20	2	-26	5	-9
O=C(CSc1ncn[nH]1)Nc1ccc(Cl)c(Cl)c1	-4	16	13	-10	43	9	17	4	14	-6	-2
COc1cc(NC(=O)c2cnc(N)o2)cc(C(=O)Nc2cccc(C(F)(F)F)c2)c1	0&-8	5&0	57*!	8&-8	14&30	11&-3	13&-5	25&11	66*!	5&5	6&-8
O=C(NC(Cc1c[nH]c2ccccc12)C(=O)NCCCN1CCOCC1)c1cccs1 (stereo not given)	8	11	2	-4	0	-10	-1	-8	-11	-3	-5
CN(C)c1ccc([C@@H]2[C@@H]([N+](=O)[O-])[C@H]3C=Cc4ccccc4N3[C@H]2C(=O)c2ccc(Cl)cc2)cc1	-3	-15	36	0	13	5	-33	34	12	-4	14
